From PubChem
DUSP3 inh = blocks human VHR1 dual specificity phosphatase; recombinant VHR phosphatase, pNPP absorbance; inhibition, % at 13.3 µM; 290,000 compounds, 0.52% hits; AID 1654; in the data active = inhibition above about 50%; note: some compounds called inactive have numbers as strong as hits
Target sequence (P51452 whole entry, looked up): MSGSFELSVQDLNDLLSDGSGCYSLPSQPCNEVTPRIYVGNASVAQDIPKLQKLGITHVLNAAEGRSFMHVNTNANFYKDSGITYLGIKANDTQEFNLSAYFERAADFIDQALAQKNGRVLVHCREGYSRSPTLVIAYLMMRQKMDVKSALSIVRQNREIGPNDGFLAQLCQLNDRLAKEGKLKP
SARS 3CLpro inh = SARS-CoV 3CLpro protease inhibition; recombinant SARS-CoV 3CLpro, quenched FRET peptide cleavage; inhibition, % at 6 µM; AID 1706; 290,000 compounds, 0.14% hits; P0C6X7; in the data active = inhibition above about 12%
TcdB inh = TcdB glycohydrolase inhibition. 350,000 compounds, 0.24% hits. P18177. TcdB glycohydrolase enzymatic assay, plate reader. inhibition, % at 9.99 µM. AID 652162; in the data active = inhibition above about 10%
PrPC TRFRET = cell surface PrPC inhibition, primary TR-FRET screen. P04156. TR-FRET read-out. inhibition, % at 13.8 µM. 370,000 compounds, 0.43% hits; in the data active = inhibition above about 24%; note: 0% = median of the test wells and 100% = reference compound wells
Vc quorum ag = quorum light induction in luxS cqsA deficient V. cholerae; V. cholerae BH1578 lux reporter, luminescence, 6 h; activation, % at 18.7 µM; 350,000 compounds, 0.16% hits; AID 588436; in the data active = activation mostly above about 9.7%, no sharp cut-off; note: not every result past the cut was called active; inactives centre near 0; reference of the scale not given here
PriA SSB inh = K. pneumoniae PriA-SSBct interaction inhibition. AlphaScreen SSBct-PriA binding, biotinylated peptide. inhibition, % at 33 µM. 430,000 compounds, 0.6% hits; in the data active = inhibition mostly above about 37%, no sharp cut-off; inactive = mostly below about 20%;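 note: plate controls were negative control peptide for no effect and reference peptide for full effect; strong numbers were not always called active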
CCHFV vOTU inh = CCHFV vOTU protease inhibition; Pep-AMC fluorescence; inhibition, % at 11.5 µM; 370,000 compounds, 0.55% hits; AID 651958; in the data active = inhibition above about 30%; note: 0% = vehicle wells with enzyme and 100% = no enzyme wells
MazF activator = increases E. coli MazEF RNase cleavage of RNA. FAM/BHQ RNA-DNA oligo cleavage fluorescence, 5 h. activation, % at 20 µM. 350,000 compounds, 0.32% hits; in the data active = activation above about 50%
Target sequence (P0AE70 whole entry, looked up): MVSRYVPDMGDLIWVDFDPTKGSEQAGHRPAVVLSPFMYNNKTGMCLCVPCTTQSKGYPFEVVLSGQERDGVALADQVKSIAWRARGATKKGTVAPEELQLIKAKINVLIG
Rv3671c inh = inhibitors of M. tuberculosis serine protease Rv3671c | inhibition, % at 5.96 µM | 320,000 compounds, 0.048% hits; in the data active = inhibition above about 38%;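 note: extracellular domain of Rv3671c used as enzyme; 0% = enzyme with DMSO and 100% = no enzyme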
Target sequence (P9WHR9 whole entry, looked up, the tested form may be a part): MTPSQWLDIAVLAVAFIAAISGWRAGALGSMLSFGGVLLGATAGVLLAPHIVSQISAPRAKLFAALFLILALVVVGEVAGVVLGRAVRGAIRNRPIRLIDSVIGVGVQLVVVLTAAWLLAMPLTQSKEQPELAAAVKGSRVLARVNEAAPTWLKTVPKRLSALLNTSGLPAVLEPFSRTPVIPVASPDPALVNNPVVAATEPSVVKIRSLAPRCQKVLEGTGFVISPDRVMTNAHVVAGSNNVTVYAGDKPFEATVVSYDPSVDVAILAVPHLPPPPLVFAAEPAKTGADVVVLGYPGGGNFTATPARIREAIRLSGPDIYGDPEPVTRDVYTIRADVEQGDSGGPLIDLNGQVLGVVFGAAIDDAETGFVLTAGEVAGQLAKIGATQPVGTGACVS
Y pestis TopoI = Y. pestis Topo-I inhibition via cleavage products | activity, % at 10 µM | Y. pestis Topo-I cleavage product accumulation, plate reader | 360,000 compounds, 0.064% hits | AID 504884; in the data active = activity above about 50%, passing the limit was not always enough; note: inactives centre near 2
* marks the source's active call; other numbers are inactive results; i = inactive; · = no result given; & = joins results of further samples. This is a subset; rates above refer to the full screens.

The first 3 records as a preview:
SMILES	DUSP3 inh	SARS 3CLpro inh	TcdB inh	PrPC TRFRET	Vc quorum ag	PriA SSB inh	CCHFV vOTU inh	MazF activator	Rv3671c inh	Y pestis TopoI
COCCN(C(=O)Nc1ccc(OC)cc1)c1nc2ccccc2s1	20.8	-0.1	-2.6	-0.5	-0.7	-8.3	-9.8	11.1	2.7	18.4
NNC(=O)C(Cc1ccccc1)NC(=O)OCc1ccccc1 (stereo unspecified)	3.1	0.0	1.2	-2.8	-0.2	3.5	-3.0	-2.4	-0.7	11.8
Cc1ccc2oc(=O)cc(/C=C/c3ccccc3)c2c1	-4.8	3.7	·	-3.6	2.7	-26.6	-3.9	-1.1	-8.2	14.4

Results, from the first entry:
SMILES	DUSP3 inh	SARS 3CLpro inh	TcdB inh	PrPC TRFRET	Vc quorum ag	PriA SSB inh	CCHFV vOTU inh	MazF activator	Rv3671c inh	Y pestis TopoI
COCCN(C(=O)Nc1ccc(OC)cc1)c1nc2ccccc2s1	20.8	-0.1	-2.6	-0.5	-0.7	-8.3	-9.8	11.1	2.7	18.4
NNC(=O)C(Cc1ccccc1)NC(=O)OCc1ccccc1 (stereo unspecified)	3.1	0.0	1.2	-2.8	-0.2	3.5	-3.0	-2.4	-0.7	11.8
Cc1ccc2oc(=O)cc(/C=C/c3ccccc3)c2c1	-4.8	3.7	·	-3.6	2.7	-26.6	-3.9	-1.1	-8.2	14.4
O=c1c(C=NCCCn2ccnc2)c(-c2ccccc2)[nH]n1-c1nc2ccccc2s1	-4.9	0.9	·	-11.3	i	36.9	11.7	6.3	7.7	2.4
CCOC(=O)C1=C(COC(=O)/C=C/c2ccccc2)NC(=O)NC1C (stereo unspecified)	·	·	1.0	4.8	3.8	4.0	-2.9	-4.4	2.0	9.0
COC(=O)c1cc(OC)c(OC)cc1NC(=O)c1ccc(OC)cc1	17.4	3.0	·	-0.5	·	-21.3	1.2	-1.8	2.7	1.3
C[C@H]1CN([C@@H](C)CO)C(=O)Cc2cc(NC(=O)CCC(F)(F)F)ccc2O[C@H]1CN(C)S(C)(=O)=O	·	·	-1.5&0.0	-4.4	i	-2.3	-7.6	9.8	-3.7	-6.8
Cn1cccc1/C=N/NC(=O)c1ccc(OC(F)(F)C(F)F)cc1	-4.8	2.4	·	10.3	-0.2	·	-2.8	8.0	-0.4	-2.4
CCc1cccc2c(C(=O)C(NCCOC)c3ccccc3)c[nH]c12 (stereo unspecified)	2.1	-0.6	1.4	3.5	-5.6	-5.4	-6.9	3.0	-0.1	2.0
O=C(c1ccc(N2C(=O)CCC2=O)cc1)N1CCCSC1=Nc1ccccc1	·	·	0.7	5.3	i	·	-15.6	0.6	·	-0.1
CN(C(=O)CSc1nnnn1-c1ccc(O)cc1)C1CCCCC1	·	·	-3.3	-1.7	0.1	0.5	26.7	-1.4	15.0	-9.2
CCOc1ccccc1OCC(=O)Nc1ccc(S(=O)(=O)N(C)C)cc1	-1.9	1.0	·	-3.5	-0.3	-14.1	-0.3	1.8	-13.7	0.0
CCOC(=O)Nc1ccc2c(c1)N(C(=O)N(CC)CC)c1ccccc1CC2	-5.6	-3.2	·	7.2	-0.2	4.0	1.1	1.9	-4.4	15.6
FC(F)(F)c1ccccc1C1=CC(c2ccccc2)n2ncnc2N1 (stereo unspecified)	·	·	-0.6	8.1	i	-0.3	-4.5	-4.7	1.6	-4.7
COc1ccc2oc(C(=O)c3ccccc3)c(NC(=O)CN3CCN(C)CC3)c2c1	35.7	-3.5	·	-6.5	-0.6	-0.9	-0.6	15.5	-0.4	6.3
COC(C[C@@H](O)C[C@@H](O)[C@H](C)OCc1ccccc1)OC	·	·	0.8	4.3	-0.1	14.2	-10.7	6.9	8.1	-1.8
Cc1ccccc1Nc1nnc(SCC(=O)N(C)C2CCS(=O)(=O)C2)s1 (stereo unspecified)	-0.1	3.1	·	-6.5	-0.4	0.5	-8.1	-0.7	3.9	-0.5
COC(=O)CSc1nc(N2CCOCC2)c2c(c1C#N)CCCC2	3.8	-0.9	4.4	3.6	i	-12.7	-1.6	4.7	-3.9	5.6
COc1ccc(Nc2nc3ccccc3n3cnnc23)cc1Cl	6.0	5.5	-1.1	-1.2	-8.3	0.2	4.1	-22.5	-1.5	29.1
O=C(NC(=S)Nc1nc(-c2ccccc2)cs1)c1cncc(Br)c1	35.7	7.0	0.3	-6.7	-0.5	4.4	3.7	2.6	-7.5	-6.1
O=C(Nc1ccccc1)O/N=C/c1ccncc1	13.7	6.8	·	2.0	·	·	-5.9	9.3	-3.7	-6.7
O=C(CNC(=O)c1ccc(Br)o1)NCc1ccc(Cl)cc1	4.7	-1.2	-0.1	0.6	-0.4	9.2	-4.7	-10.6	-3.5	-1.3
C=CCn1c(SCC(=O)Nc2nnc(CC)s2)nnc1-c1ccco1	8.5	-1.7	·	-4.7	·	-2.4	6.8	5.3	0.9	8.9
Cc1ccc(NC(=O)c2cccc3c2C(=O)N(C2CCCCC2)C3)c(C)c1	-19.8	2.8	·	·	i	-15.7	·	-2.4	-4.8	-1.7
CCOc1cc(CN2CCN(c3ccc(C(C)=O)cc3)CC2)ccc1OC	-2.4	1.9	·	-12.6	-1.0	-21.4	-4.5	-1.4	9.0	1.1
CCOc1ccc(OCC)c(S(=O)(=O)N2CCC(C)CC2)c1	19.9	1.7	6.9	0.9	i	-33.4	23.8	2.2	0.2	30.2
Cc1cccc(NC(=O)CCNS(=O)(=O)c2cccc3nsnc23)c1C	3.5	0.8	0.8	-31.4	-0.4	9.6	8.1	-0.9	0.9	-4.9
COCCNC(=O)CCCN1C(=O)c2ccccc2Sc2ncccc21	-3.3	3.6	1.3	4.2	-0.5	-12.1	-15.3	5.3	-6.6	-1.4
c1ccc(-c2cc3nc(NCc4ccc5c(c4)OCO5)ccn3n2)cc1	·	·	0.8	7.4	i	·	-17.3	·	·	1.4
C=C(C)C1CC=C(C)/C(=N\NC(=O)CCc2ccccc2)C1 (stereo unspecified)	-8.0	-1.0	1.0	0.5	-0.2	·	-1.6	-6.6	-0.3	-13.9

Fetched by compound from the entries so far, 2 records:
SMILES	DUSP3 inh	SARS 3CLpro inh	TcdB inh	PrPC TRFRET	Vc quorum ag	PriA SSB inh	CCHFV vOTU inh	MazF activator	Rv3671c inh	Y pestis TopoI
CCOC(=O)Nc1ccc2c(c1)N(C(=O)N(CC)CC)c1ccccc1CC2	-5.6	-3.2	·	7.2	-0.2	4.0	1.1	1.9	-4.4	15.6
COc1ccc2oc(C(=O)c3ccccc3)c(NC(=O)CN3CCN(C)CC3)c2c1	35.7	-3.5	·	-6.5	-0.6	-0.9	-0.6	15.5	-0.4	6.3

(continued)
SMILES	DUSP3 inh	SARS 3CLpro inh	TcdB inh	PrPC TRFRET	Vc quorum ag	PriA SSB inh	CCHFV vOTU inh	MazF activator	Rv3671c inh	Y pestis TopoI
COc1ccc(CN2CCN(Cc3ccon3)CC2CCO)c(C)c1C (stereo unspecified)	15.5	2.6	1.3	-3.5	i	-10.7	-0.1	0.5	15.8	10.4
COc1ccc(Nc2cc(C)nc3ccccc23)cc1	-23.9	-1.0	3.6	-6.2	i	2.4	-2.5	11.0	0.6	8.7
CCOc1cc(/C=N/O)cc(Cl)c1OC	13.2	-2.9	·	0.6	-0.7	·	3.9	0.1	18.6	2.7
C=CCN1C(=O)/C(=C/c2ccc(OC(C)=O)c(OCC)c2[N+](=O)[O-])SC1=S	33.4	-1.8	0.0	-8.1	-0.4	47.3	30.2*	6.0	·	5.0
CC1CCCC(C)N1/N=C/c1ccccc1OC(F)F (stereo unspecified)	8.3	-0.1	0.5	-5.0	-0.1	·	-2.7	10.9	3.1	-8.4
COc1ccc(C2C(CC(=O)O)=C(Nc3ccccc3)C(=O)N2c2ccccc2)cc1 (stereo unspecified)	7.2	2.1	1.1	2.6	-12.2	1.3	17.7	0.2	-2.6	-6.1
CC(=O)Nc1ccc(NC(=O)COc2cc(C)cc3oc(=O)cc(C)c23)cc1	29.0	1.0	0.7	-5.2	i	1.2	-8.3	25.0	2.5	0.0
CCOc1ccc(CCNC(=O)C2CC(=O)N(Cc3ccc(C)cc3)C2)cc1OCC (stereo unspecified)	·	·	0.7	-1.5	-2.4	-22.0	-0.4	4.7	5.2	15.2
Cc1ccc(NC(=O)CSc2nnc(CCC(=O)O)c(=O)[nH]2)cc1	17.2	1.3	-0.1	12.6	-0.4	-14.0	5.8	-2.1	7.5	1.5
CNS(=O)(=O)c1ccc2c(c1)NC(=O)C1CCCN21 (stereo unspecified)	1.9	-1.6	·	5.1	-0.2	-1.6	4.7	4.9	-31.8	-3.1
C/C(=N\NC(=O)C1(C)CC1(Br)Br)c1cccc(NC(=O)c2ccc(C)o2)c1 (stereo unspecified)	-13.3	-0.9	2.4	7.7	i	·	9.3	-2.0	-8.9	1.1
O=C(c1cc(-c2ccc(Br)cc2)on1)N1CCCC1	27.4	3.5	-0.4	-1.4	-0.5	-4.3	3.1	7.3	-0.6	-2.1
CC(C)(C)c1nnc(N/N=C/c2ccccc2)n(N)c1=O	0.1	1.2	·	-7.3	-0.7	·	-11.2	9.7	-1.4	7.7
Cc1c(NC(=O)c2cccc(NC(=O)COc3cccc(Br)c3)c2)c(=O)n(-c2ccccc2)n1C	·	·	2.5	1.1	-0.7	1.5	0.7	0.0	-4.1	24.4
Cc1ccc(C2(C)NC(=O)N(CC(=O)NCCN3C(=O)S/C(=C\c4cccnc4)C3=O)C2=O)cc1 (stereo unspecified)	·	·	0.9	-27.7	-0.3	4.9	-2.7	-3.2	·	-10.6
COc1ccc(NC(=O)COC(=O)CCCN2C(=O)c3ccccc3C2=O)cc1Cl	-4.5	-4.5	0.7	4.0	1.2	-5.3	3.8	17.2	-6.0	2.1
CC1CCCCC1NC(=O)Cn1c(CN2CCCCC2)nc2ccccc2c1=O (stereo unspecified)	15.3	0.2	·	-3.5	-1.7	-7.6	4.2	-6.3	-1.0	-0.8
CCc1c(C)sc(NC(=O)c2ccco2)c1C(=O)N1CCOCC1	39.0	-4.4	·	-3.5	-0.5	-21.2	-5.0	-3.3	-1.2	-0.3
OCCN1CCN(CC/C=C2/c3ccccc3Sc3ccc(Cl)cc32)CC1	·	·	6.3	-21.1	i	-6.0	4.8	19.3	-2.6	6.7
COC(C(=O)N/N=C(\C)CC(=O)Nc1ccc(Cl)cc1C)c1ccccc1 (stereo unspecified)	-13.3	3.4	0.9	-5.9	-0.3	·	-7.7	6.5	-5.1	2.1
CC(C)(C)S(=O)(=O)c1cnc2c(-c3ccc(Cl)cc3)cnn2c1N	33.8	4.6	·	-5.8	-0.3	-7.3	-7.9	-29.7	1.6	-1.3
O=C(NCC1CCCO1)c1ccc(CS(=O)(=O)Cc2ccc(F)cc2)o1 (stereo unspecified)	5.4	4.1	·	1.8	·	-21.2	-18.1	4.9	-2.2	-1.1
CCc1cccc(CC)c1NC(=O)c1ccccc1	-2.1	2.2	1.0	-2.1	i	1.8	12.9	5.2	-7.7	5.0
CC(=O)c1ccc(S(=O)(=O)Nc2ccc(N3CCOCC3)cc2)cc1	75.4	-2.4	0.9	8.1	-3.3	-7.2	-8.1	8.7	-7.0	10.7
CCCCSc1nc(N)c(NC(=O)c2ccco2)c(=O)[nH]1	9.1	-2.7	-1.3	6.5	-0.3	-10.3	-7.7	-1.2	1.2	0.7
CCN1CCN(C(c2ccc(OC)c(OC)c2)c2nnnn2C(C)(C)C)CC1 (stereo unspecified)	-8.3	-0.1	·	2.5	i	-1.0	-5.0	0.5	·	-5.5
CCn1nnnc1NCc1cccn1C	31.3	-2.1	·	2.0	-0.3	-10.7	14.8	2.1	2.7	2.2
CN(CC(=O)Nc1c(Cl)cccc1Cl)C(=O)Cn1[nH]c(=O)c2ccccc2c1=O	·	·	1.2	4.2	-3.1	-14.8	2.5	-4.5	11.2	2.6
CC(NC(=O)COc1cccnc1[N+](=O)[O-])c1ccc(F)cc1 (stereo unspecified)	30.6	2.3	1.6	-6.0	-0.2	-1.3	-17.8	0.7	2.4	-4.9
CS(=O)(=O)Nc1ccc(-c2cc(/C=C3\SC(N)=NC3=O)c[nH]c2=O)cc1	9.5	-1.9	-0.9	-25.9	i	·	-8.0	9.1	-2.3	7.9
COc1ccc(NS(=O)(=O)c2cc3c4c(c2)CCN4C(=O)CC3)c(OC)c1	·	·	-0.1	0.7	-2.0	-8.2	9.6	-3.4	·	-2.2
Cc1ccc(SCc2nnc(N)s2)cc1	20.4	0.6	·	0.9	0.8	5.2	-5.8	10.9	-4.9	3.4
